# mIAP block = blocks mouse intestinal alkaline phosphatase; inhibition, % at 10 µM; purified mouse IAP, CDP-Star luminescence, 30 min; AID 2806; actives 0.2% (n = 330,000);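 active = inhibition of at least 40% at 10 µM in the primary screen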;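 also: plate controls were DMSO with enzyme for no effect and no enzyme wells for full effect; values of inactives mirror those of a sister screen read the other way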
# APOBEC3G inh = blocks human APOBEC3G single-stranded DNA deamination; recombinant A3G, ssDNA deamination FAM/TAMRA fluorescence; actives 0.28% (n = 330,000); Q9HC16; inhibition, % at 20 µM; AID 493012;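 active = inhibition of at least 40% at 20 µM, with no more than 30% in the related APOBEC3A deaminase screen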;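 also: plate controls were DMSO wells with A3G for no effect and wells lacking A3G enzyme for full effect; some compounds called inactive have numbers as strong as hits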
# MIN6 prolif = induces beta-cell replication in MIN6 cells; MIN6 cells proliferation, ATPlite luminescence, 48 h; cells starved in 0.2% serum; 100% = growth in 10% serum; proliferation, % at 10 µM; actives 0.29% (n = 330,000); AID 2380;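 active = compounds whose signal lies at least 3.5 SD above the mean of all wells on their plate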;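 also: 0% = DMSO-treated cells in low-serum medium and 100% = 10% serum control; some compounds called inactive have numbers as strong as hits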
# mIAP activ = mouse IAP activation. muIAP, CDP-Star luminescence, 30 min; hits give high values; 1 = vehicle-only enzyme signal, 0 = enzyme-free wells. activation factor at 10 µM. actives 0.24% (n = 330,000);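 active = activation factor of at least 2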; also: the source names both 10 and 20 µM as test concentration; values of inactives mirror those of a sister screen read the other way
#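 System: Mouse IAP enzyme | Also added: CDP-Star substrate | Dosing: Compounds dispensed in DMSO | Schedule: 30 min enzyme-substrate-compound incubation at room temperature | Technique: Chemiluminescence readout | Control set: DMSO-only wells and no-enzyme negative control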
# TIM10 inh = TIM10 yeast growth inhibition; S. cerevisiae TIM10 strain growth, BacTiter-Glo luminescence, 24 h; inhibition, % at 10 µM; actives 1.4% (n = 330,000); AID 463195;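 active = inhibition of 40% or more at the single tested concentration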;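 also: wild-type TIM10 isogenic control strain grown at permissive 25 °C; 0% = DMSO yeast wells and 100% = minimal medium wells without yeast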
# hIAP inh = blocks human intestinal alkaline phosphatase. purified IAP, CDP-Star luminescence, 30 min. inhibition, % at 10 µM. actives 0.12% (n = 330,000);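 active = inhibition reaching a set limit with compound at 10 µM in the primary screen, cut at about 35% in these data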;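 also: plate controls were DMSO wells with enzyme for no effect and no-enzyme buffer wells for full effect; values of inactives mirror those of a sister screen read the other way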
# Target sequence (P09923 whole entry, looked up): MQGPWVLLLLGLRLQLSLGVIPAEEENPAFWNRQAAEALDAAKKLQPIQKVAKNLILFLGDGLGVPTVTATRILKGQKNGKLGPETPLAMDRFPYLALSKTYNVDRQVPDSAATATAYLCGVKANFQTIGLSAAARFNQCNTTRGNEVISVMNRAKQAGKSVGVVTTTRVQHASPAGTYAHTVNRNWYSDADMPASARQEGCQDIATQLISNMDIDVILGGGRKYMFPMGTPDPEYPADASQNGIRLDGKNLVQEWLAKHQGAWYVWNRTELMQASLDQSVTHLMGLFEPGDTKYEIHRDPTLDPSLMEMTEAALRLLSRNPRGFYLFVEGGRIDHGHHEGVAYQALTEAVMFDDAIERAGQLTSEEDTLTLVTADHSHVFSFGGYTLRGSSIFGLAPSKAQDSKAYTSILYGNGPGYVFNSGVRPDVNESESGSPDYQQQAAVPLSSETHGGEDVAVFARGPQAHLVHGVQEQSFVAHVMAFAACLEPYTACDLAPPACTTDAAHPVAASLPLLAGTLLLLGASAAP
# NLRP3 yeast inh = inhibitors of NALP3 inflammasome in yeast; Yeast reconstituted NLRP3/ASC/caspase-1, beta-gal luminescence, 24 h; actives 0.39% (n = 330,000); inhibition, % at 10 µM; AID 2825;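 active = inhibition of 50% or more; inactive = inhibition below 50%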;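 also: plate controls were induced DMSO wells for no effect and uninduced yeast grown without galactose for full effect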
# APOBEC3A inh = inhibitors of human APOBEC3A DNA deaminase. P31941. inhibition, % at 20 µM. actives 0.41% (n = 330,000). recombinant A3A, FAM/TAMRA ssDNA deamination fluorescence;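 active = at least 40% inhibition at 20 µM here, with at most 30% in a related deaminase screen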;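 also: plate controls were A3A with DMSO for no effect and wells lacking A3A enzyme for full effect; some results filed as inactive read as strong as hits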
# Target sequence (P31941 whole entry, looked up): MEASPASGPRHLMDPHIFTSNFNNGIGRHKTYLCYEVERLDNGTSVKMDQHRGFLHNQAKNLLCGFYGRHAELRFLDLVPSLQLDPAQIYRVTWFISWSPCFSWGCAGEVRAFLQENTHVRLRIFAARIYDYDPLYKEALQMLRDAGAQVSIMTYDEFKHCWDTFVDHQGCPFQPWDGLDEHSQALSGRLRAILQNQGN
# tim10-1 inh = growth inhibitors of tim10-1 mutant yeast | S. cerevisiae tim10-1 ts strain growth, BacTiter-Glo, 24 h | inhibition, % at 20 µM | actives 2.2% (n = 330,000);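 active = inhibition of at least 40%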;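 also: mutant grown at 25 °C; 0% = DMSO wells with yeast and 100% = wells holding no yeast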
# Active calls of the source: *; . = not tested or not shown.
# Every second line gives: mIAP block	APOBEC3G inh	MIN6 prolif	mIAP activ	TIM10 inh	hIAP inh	NLRP3 yeast inh	APOBEC3A inh	tim10-1 inh
CCNC(=O)C(=O)NCC(c1cccs1)S(=O)(=O)c1ccc(C)cc1 (stereo not given)
 : 3.0	-2.6	-0.4	0.97	0.7	-13.9	14.9	1.0	4.0
CCOC(=O)c1ccc(NC(=O)CSc2nnc(CNc3ccc(OC)cc3)n2C)cc1
 : 1.9	-8.0	-3.5	0.981	2.3	14.7	7.4	-3.4	-4.5
COc1ccc(-c2cc(C(=O)Nc3ccc(OC)c(OC)c3)no2)cc1
 : -0.8	-6.9	-1.7	1.01	-28.3	-10.0	-7.1	-6.8	-33.2
CCc1cc(C(=O)NCCN(C)C)cs1
 : 10.3	-10.0	-1.1	0.897	-11.1	5.9	-4.3	0.0	-4.2
CCCS(=O)(=O)N1CCCC(C(=O)NCC2CCCO2)C1 (stereo not given)
 : -8.8	-2.3	-3.2	1.09	6.3	6.1	6.0	-13.8	11.1
N#C/C(=N\Nc1ccc(S(=O)(=O)N2CCc3ccccc32)cc1)C(N)=S
 : 22.8	-4.3	-5.5	0.772	3.8	25.0	-0.3	-4.9	17.7
CN(c1ccc(OCC(=O)OCC(=O)NCc2ccco2)cc1)S(=O)(=O)c1ccc2ccccc2c1
 : -12.5	-4.9	3.4	1.12	-4.6	-0.4	4.3	-1.9	15.7
Cc1onc(-c2c(Cl)cccc2Cl)c1C(=O)N1CCCc2ccccc21
 : -0.6	0.8	1.5	1.01	20.4	23.8	19.0	6.1	12.0
COc1ccc(C)cc1S(=O)(=O)Nc1ccccc1
 : 4.7	-3.4	-0.1	0.953	2.0	17.4	-19.0	0.5	16.0
CCOc1ccc2[nH]c3c(N4CCN(c5ccccn5)CC4)ncnc3c2c1
 : -24.2	-1.2	-4.9	1.24	31.4	-3.8	13.5	2.4	35.7
CC[C@]12c3[nH]c4ccc(Cl)cc4c3CCN1C(=O)[C@@H](CC(=O)NCCCn1ccnc1)C[C@@H]2C(=O)N1CCN(C(=O)c2ccco2)CC1
 : -12.3	1.1	.	1.12	-7.4	.	.	3.5	14.9
COc1ccc(NC(=O)NNS(=O)(=O)c2ccc(Br)cc2)cc1
 : 2.2	-7.0	-1.0	0.978	7.6	14.0	13.2	-2.0	-1.5
CCCCCCC(=O)Nc1c(O)c2ccccc2[nH]c1=O
 : 7.9	-3.2	-2.7	0.921	-28.1	2.4	7.6	-4.3	-87.1
Cc1ccc(C2(C(F)(F)F)NC(=O)N3CCN=C3S2)cc1 (stereo not given)
 : 14.6	-8.3	2.9	0.854	33.5	7.8	8.4	-2.8	27.6
COc1cc(/C=C2\S/C(=N/S(=O)(=O)Cc3ccccc3)NC2=O)c([N+](=O)[O-])cc1OC
 : 13.2	-4.3	-2.3	0.868	1.2	10.1	3.0	-3.3	5.2
CN(CC(=O)N1CCc2[nH]c3ccc(F)cc3c2C1)CC1OCCO1
 : -2.8	-2.2	0.4	1.03	5.2	-11.5	9.9	-1.8	2.5
COc1ccc(C2=Nn3c(nnc3-c3ccccc3OC)SC2)cc1OCC1CC1
 : -4.7	-9.4	-5.6	1.05	8.6	4.3	4.4	-3.5	7.3
O=C(NCC1CCCO1)/C(=C\c1cccc([N+](=O)[O-])c1)NC(=O)c1ccccc1 (stereo not given)
 : -5.4	-2.3	-0.8	1.05	-14.6	-5.4	21.1	-0.5	-9.9
Cc1sc2ncnc(SCC(=O)c3ccc(Cl)s3)c2c1C
 : 2.3	-5.2	-2.6	0.977	9.0	-2.8	11.4	-3.6	11.5
OCCn1ccc(-c2ccccc2OCc2ccc(F)cc2)n1
 : 5.4	-7.2	0.1	0.946	9.9	-7.0	16.7	-1.9	11.4

# The last two records of the part before lead into the next:
# Every second line gives: mIAP block	APOBEC3G inh	MIN6 prolif	mIAP activ	TIM10 inh	hIAP inh	NLRP3 yeast inh	APOBEC3A inh	tim10-1 inh
Cc1sc2ncnc(SCC(=O)c3ccc(Cl)s3)c2c1C
 : 2.3	-5.2	-2.6	0.977	9.0	-2.8	11.4	-3.6	11.5
OCCn1ccc(-c2ccccc2OCc2ccc(F)cc2)n1
 : 5.4	-7.2	0.1	0.946	9.9	-7.0	16.7	-1.9	11.4
COCCCNC(=O)c1ccc(CS(=O)(=O)c2cccc(C(F)(F)F)c2)o1
 : 6.7	-0.5	-4.2	0.933	11.6	0.8	14.8	-4.6	-5.1
Cn1cccc1C(=O)c1cccc([N+](=O)[O-])c1
 : 9.6	0.1	-4.6	0.904	-5.9	1.1	6.4	3.5	0.9
COc1cc(NC(=O)c2cccs2)cc(OC)c1
 : -0.7	-2.7	-2.0	1.01	69.8*	3.2	49.3	0.4	25.8
O=C(O)c1ccccc1-c1ccccc1C(=O)Nc1ccccc1Br
 : -0.5	-4.5	-1.1	1	-0.5	-10.4	14.6	-4.6	-5.7
O=C(Nc1cccc(F)c1)c1cccnc1N1CCOCC1
 : 2.4	-1.6	-1.1	0.976	3.5	7.8	2.4	3.0	6.9
COc1ccc(NC(=O)CSc2nc(NS(=O)(=O)c3ccc(C)cc3)cc(=O)[nH]2)cc1
 : 2.4	-1.7	-3.1	0.976	11.5	-2.5	-0.8	4.8	11.7
COCCCN(C(=O)CSCc1c(C)noc1C)c1c(N)n(Cc2ccccc2)c(=O)[nH]c1=O
 : 6.7	-0.8	0.1	0.933	18.4	11.8	17.7	-0.6	4.3
Cc1cnc(C(=O)Nc2cccc(S(=O)(=O)N(C)C)c2)cn1
 : -6.1	0.2	-2.6	1.06	-7.4	6.9	-24.6	2.3	0.5
O=C(Cc1ccccc1)N1CCN(C(=O)c2ccco2)CC1
 : 0.3	-2.0	-0.5	0.997	4.0	14.1	10.7	6.1	-3.8
CC(C)OCC(O)CS(=O)Cc1ccccc1 (stereo not given)
 : -5.5	-3.8	-1.4	1.05	9.3	7.3	15.3	-0.8	2.3
COC(=O)CSc1nnc(-c2ccco2)o1
 : 1.6	-5.2	3.3	0.984	1.6	12.3	9.2	2.3	11.8
O=S(=O)(c1cnc[nH]1)N1CCN(c2ccc(Cl)cc2)CC1
 : 10.0	-3.6	-1.6	0.9	-1.0	1.9	-0.6	2.4	-4.8
CCC(C)(C)C1CCC2(CC1)NC(=O)N(CC(=O)Nc1nc(-c3ccc(C)cc3)cs1)C2=O (stereo not given)
 : 3.9	-7.0	-1.3	0.961	0.4	11.0	6.8	-3.8	7.2
Cn1c(-c2ccc(F)cc2)cc2onc(-c3c(F)cccc3Cl)c2c1=O
 : 7.5	-2.7	-4.0	0.925	1.7	0.1	7.5	-1.1	2.8
COc1ccc(CC(=O)N2CCN(S(=O)(=O)c3cccs3)CC2)cc1OC
 : -1.2	-7.4	-1.8	1.01	4.7	8.1	-19.1	-2.2	5.3
C=CCn1c(-c2ccc(Cl)cc2)cnc1SC(C)C(=O)NC(N)=O (stereo not given)
 : 6.8	-7.4	-0.2	0.932	13.8	-2.1	6.5	-0.9	18.1
O=C(CSc1nnc2ccc(-c3ccc(F)cc3)nn12)NCC1CCCO1 (stereo not given)
 : -9.1	-6.9	-2.0	1.09	-8.3	4.1	17.0	0.3	-4.6
OCCSc1nc(-c2ccccc2)nc2ccc(F)cc12
 : -2.1	-0.2	0.1	1.02	11.9	1.4	32.9	2.1	30.4
COc1ccc(C2Nc3ccccc3C(=O)N2O)cc1OC (stereo not given)
 : 3.7	-7.9	1.6	0.963	3.4	0.3	9.1	-1.5	-19.2
O=C(OCc1c(F)cccc1Cl)c1cccc(S(=O)(=O)N2CCOCC2)c1
 : 1.0	-1.1	-2.1	0.99	-2.1	3.5	22.2	0.3	28.4
O=C(N/N=C/c1ccc[nH]1)c1cc(-c2cccs2)nc2ccccc12
 : 22.3	-1.2	-1.9	0.777	24.9	-7.4	10.6	-0.8	4.4
CC(C)CCNC(=O)c1cc(S(=O)(=O)N2CCCCC2)ccc1N1CCOCC1
 : -1.2	-4.8	-1.8	1.01	-12.3	2.4	10.9	-6.9	-2.9
COc1ccccc1/C=N/NC(=O)C(=O)Nc1ccccc1OC(F)(F)C(F)F
 : 7.8	1.5	1.0	0.922	21.8	-4.7	19.2	0.1	29.1
CCCC(=O)Nc1cc(C(=O)O)ccc1S(=O)(=O)c1ccc(C)cc1
 : -1.3	-0.4	-2.3	1.01	-7.6	-0.1	-7.2	7.1	-12.3
CCOC(=O)C1(CC2CCCCO2)CCN(Cc2ccc(OC)cc2F)CC1 (stereo not given)
 : 0.6	-1.3	-3.5	0.994	-10.4	5.6	3.0	5.2	6.6
O=c1oc2ccccc2c(N2CCCCC2)c1[N+](=O)[O-]
 : -7.0	-7.4	-0.6	1.07	-2.7	-8.9	7.0	-7.5	0.6
Cc1ccc(C(=O)OCC(=O)NC(=O)Cc2ccccc2)c(O)c1
 : -5.4	15.8	3.0	1.05	7.4	3.6	33.4	17.5	0.3
COc1cccc(N2CCN(C(=O)CNC(=O)c3sc4ccccc4c3Cl)CC2)c1
 : 3.3	-12.0	-1.0	0.967	-11.9	8.1	25.9	-4.7	-24.8
COCCCNS(=O)(=O)c1ccc2c3c(cccc13)C(=O)S2
 : 7.4	-9.3	0.9	0.926	11.0	5.7	13.3	-5.1	2.3
O=C(C1CC1)N1CCN(c2nc3ccccc3s2)CC1
 : -0.6	-2.8	-1.7	1.01	4.0	-26.0	13.1	2.9	3.2
C/C(=N/Nc1ccccc1C(=O)O)c1cccs1
 : -1.8	-5.1	-2.2	1.02	-5.4	-1.9	19.7	-7.3	-2.6
CC1=C(C(=O)N2CCOCC2)C(c2cc(C)cs2)NC(=O)N1 (stereo not given)
 : 6.6	-2.0	0.8	0.934	6.8	1.2	2.4	0.1	14.1
Cc1cc(Br)cc(C)c1NC(=O)c1ccccc1[N+](=O)[O-]
 : 3.3	-2.2	2.4	0.967	8.9	-19.9	15.1	1.1	18.0
CCOC(=O)C1=C(c2ccccc2)N=C2SCC(=O)N2C1c1ccc(OCC)c(OCC)c1 (stereo not given)
 : 11.6	-2.8	-1.3	0.884	-5.3	-1.5	3.8	-1.4	8.9
O=C(N(c1ccccc1)c1ccccc1)n1ccnc1
 : -4.9	-2.6	-0.8	1.05	-36.3	-3.4	12.0	0.2	-65.0
Cc1cc(NC(=O)C(C)Oc2ccc(Cl)cc2Cl)n(-c2ccccc2)n1 (stereo not given)
 : 2.0	-1.3	-1.1	0.98	28.1	-5.0	-14.3	3.8	31.5
CCCOc1ccc(N2CC(C(=O)Nc3ccccc3OC)CC2=O)cc1 (stereo not given)
 : 1.2	-7.0	0.1	0.988	17.1	10.5	1.6	-4.2	29.9
Cc1ccc(C(=O)OCC(=O)c2cc(C)n(CC3CCCO3)c2C)cc1 (stereo not given)
 : 1.0	-14.3	-1.4	0.99	31.0	3.2	3.2	-1.5	21.7
O=C(Nc1ccc(N2CCOCC2)c(Cl)c1)c1ccc(Cl)cc1
 : 8.9	-2.0	2.1	0.911	24.2	1.9	5.8	4.1	35.4
O=C(COc1ccc(Cl)cc1)NNC(=O)c1ccc2c(=O)n3c(nc2c1)CCC3
 : 13.4	-6.0	-1.5	0.866	0.3	-43.2	6.8	-1.2	1.1
Cc1ccccc1CN1CCN(CC(=O)NCc2ccccc2)C1=O
 : -4.9	-6.3	1.9	1.05	8.1	2.9	10.3	-2.2	6.5
Cc1ccc(-c2nn[nH]n2)o1
 : 4.2	-1.4	0.4	0.958	11.5	1.6	-6.9	1.3	-9.8

# High-throughput results: PubChem, Sanford-Burnham Center for Chemical Genomics

# Rows were taken by chance, and some 4.6% of all compounds hit somewhere here.
